# tuberculosis growth = growth inhibition of non-replicating M. tuberculosis (AID 488890). inhibition, % at 25 µM, or IC50 in µM where a hit was titrated. Mycobacterium tuberculosis non-replicating, growth inhibition; higher % means a stronger effect. 320,000 tested, 0.39% active; in the data active = a potency from the dose series; inconclusive = inhibition mostly from about 82% at the one dose, without a potency; inactive = the rest, 99 in 100 with inhibition below about 76%;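 also: plate controls were DMSO cells for no effect and high antibiotic wells for full effect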
# H1N1 NS1A inhibition = H1N1 influenza NS1A inhibitors, functional cell based assay (AID 504329); NS1A functional cell-based assay, percent inhibition; higher % means a stronger effect; inhibition, % at 12.5 µM; hits with a dose series show IC50 in µM; 340,000 tested, 0.3% active; in the data active = a potency from the dose series; inconclusive = inhibition above about 27% without an active follow-up result; also: strong numbers were not always called active
# VEEV TC-83 Vero = inhibitors of VEEV TC-83 cytopathic effect, confirmation, Vero cells (AID 588727); Vero cells, VEEV TC-83 cytopathic effect inhibition; higher % means a stronger effect; inhibition, % at 20 µM, or IC50 in µM where a hit was titrated; 350,000 tested, 0.13% active; in the data active = a potency from the dose series; inconclusive = inhibition mostly from about 14% at the one dose, without a potency; inactive = the rest, 99 in 100 with inhibition below about 12%; also: strong numbers were not always called active
# H37Rv inhibition = M. tuberculosis growth inhibition, HTS (AID 449762); M. tuberculosis H37Rv growth inhibition, 7H9 media; higher % means a stronger effect; inhibition, % at 25 µM; hits with a dose series show IC50 in µM; 330,000 tested, 0.59% active; in the data active = a potency from the dose series; inconclusive = inhibition above about 70% without an active follow-up result;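 also: bacterial growth assessed after seven days of incubation; strong numbers were not always called active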
# Salmonella PhoP GFP = PhoP regulon inhibitors, Salmonella typhi PhoP promoter GFP reporter, confirmatory (AID 1850); one-dose inhibition, % at 50 µM; IC50 in µM for titrated hits; 310,000 tested, 0.33% active; Salmonella Typhi PhoP-promoter GFP reporter, fluorescence, 4 h; higher % means a stronger effect; in the data active = a potency from the dose series; inconclusive = inhibition mostly from about 25% at the one dose, without a potency; inactive = the rest, 99 in 100 with inhibition below about 19%;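 also: 0% = induced wells with vehicle and 100% = uninduced wells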
# VEEV TC-83 Vero 10K pilot screen = second read-out of VEEV TC-83 Vero, no call of its own (marks repeat the call); inhibition, %; measured here: 10K pilot screen inhibition
# The depositor's hits bear a star; i = inactive; u = inconclusive; x = no result given.
SMILES,tuberculosis growth,H1N1 NS1A inhibition,VEEV TC-83 Vero,H37Rv inhibition,Salmonella PhoP GFP,others
CC(C)c1ccc(NC2CCCN(C(=O)CCc3cn[nH]c3)C2)cc1 (centres undefined),-10%,-5%,3.3%,-8%,-7%,
N/C(Cc1ccc([N+](=O)[O-])cc1)=N\OC(=O)c1ccc(Br)cc1,39%,-6%,i,0%,-4%,VEEV TC-83 Vero 10K pilot screen=0.6
Cc1ccc2[nH]c(C(=O)N/N=C/c3ccc([N+](=O)[O-])cc3)c(C)c2c1,27%,2%,i,1%,6%,
COc1ccccc1C(=O)COC(=O)c1ccccc1O,26%,9%,1.8%,60%,-3%,
CN(C)S(=O)(=O)c1cccc(NC(=O)COC(=O)c2cc3ccccc3oc2=O)c1,2%,-2%,i,1%,9%,
Cn1cc(C(=O)O)c(-c2ccc3c(c2)OCCCO3)n1,-19%,-8%,2.2%,-4%,-7%,
COc1cnn(-c2ccc(F)cc2)c(=O)c1Br,-8%,-7%,1.7%,-6%,4%,
Cc1cc(Oc2cc(NN3CCCCC3)c([N+](=O)[O-])cc2[N+](=O)[O-])c(C(=O)c2ccccc2)cc1Cl,48%,20%,i,4%,-6%,
COc1ccc(CNC(=O)CNS(=O)(=O)c2cccc(C#N)c2)cc1OC,-3%,0%,1.3%,-3%,-1%,
CCc1ccc(NC(=O)C2(c3ccccc3)CC2(Cl)Cl)cc1 (centres undefined),23%,-7%,i,u,-9%,
CC(=O)c1ccc(S(=O)(=O)N(C)CCCC(=O)NCc2ccc3c(c2)OCO3)cc1,x,0%,2.7%,x,x,
CC(NC(=O)C(=O)NCCc1c[nH]c2ccccc12)c1ccccc1 (centres undefined),-14%,-18%,0.6%,-1%,4%,
Cc1ccc(Nc2ncnc(-n3cccc3)n2)cc1Cl,16%,-3%,9.0%,26%,0%,
COc1cccc(C2c3[nH]c4ccccc4c3C[C@H]3C(=O)N(c4ccccc4C(=O)N4CCC[C@H]4C(=O)O)C(=O)N23)c1 (some centres undefined),26%,4%,0.2%,-2%,-16%,
COC(=O)C1=C(C)N(c2ccccc2)C(=S)NC1c1ccccc1C(F)(F)F (centres undefined),28%,-2%,6.8%,3%,8%,
O=C(NN1C(=O)c2ccc3c4c(ccc(c24)C1=O)CC3)c1ccc(Br)cc1,-1%,-6%,1.9%,0%,-10%,
COc1ccc(C2C(C(=O)c3ccco3)=C(O)C(=O)N2CCc2ccccc2)cc1OC (centres undefined),29%,22%,i,-8%,-13%,
COc1ccc(CCNC(=O)c2n[nH]c3ccccc23)cc1,33%,1%,12%,4%,-7%,
Cc1cc(OCC(=O)NCc2ccccn2)cc(C)c1Br,13%,18%,0.1%,-3%,-8%,VEEV TC-83 Vero 10K pilot screen=0.3
O=C(NCCCN1CCCCC1)c1ccc2c(c1)NC(=O)C(N1CCOCC1)S2 (centres undefined),-8%,1%,i,1%,-2%,VEEV TC-83 Vero 10K pilot screen=0.7
NS(=O)(=O)c1ccc(CCNS(=O)(=O)c2ccc(Cl)s2)cc1,-3%,-15%,2.7%,4%,x,
O=c1c2cc(Cl)ccc2[nH]c(=S)n1Cc1ccco1,-2%,-4%,i,46%,0%,
Cn1nccc1/C=N\NC(=O)c1ccc(Cl)cc1,6%,-13%,2.0%,-10%,3%,
CCOc1cccc(=O)c2c(C)n(CC(=O)c3ccccc3)c(C)c12,15%,-4%,5.8%,1%,-9%,
O=C(NCc1ccco1)c1cccc(S(=O)(=O)N2CCCCC2)c1,16%,6%,0.1%,-2%,10%,
# More records.
SMILES,tuberculosis growth,H1N1 NS1A inhibition,VEEV TC-83 Vero,H37Rv inhibition,Salmonella PhoP GFP,others
CCC(=O)Nc1cc2[nH]c(=O)cc(C)c2cc1C,-7%,-6%,9.2%,1%,14%,
COC(=O)[C@@]12CCCCN1[C@H](c1ccc(-c3ccccc3)cc1)[C@H]1C(=O)N(C)C(=O)[C@H]12,-12%,-9%,8.1%,4%,9%,
O=C(COC(=O)c1ccc(Cl)nc1)Nc1ccc(N2CCCCC2)cc1,67%,-14%,i,0%,x,
COC(=O)c1nn(-c2ccc(-c3ccccc3)cc2)cc1O,61%,18%,7.0%,u,-7%,
COc1ccc(S(=O)(=O)N2CCCC(C(=O)N3CCOCC3)C2)cc1Cl (centres undefined),-4%,-7%,1.4%,-6%,-11%,
CCOc1cccc2cc(C(=O)OCC(=O)Nc3c(C)cccc3CC)c(=O)oc12,x,-6%,2.4%,x,x,
COc1ccc(CN2CCCC(CO)(Cc3ccc(F)cc3)C2)c(OC)c1OC (centres undefined),-2%,-2%,0.6%,-3%,0%,
COCCN(C(=O)c1c(C)noc1C)c1c(N)n(CC(C)C)c(=O)[nH]c1=O,0%,-15%,0.9%,9%,x,
O=[N+]([O-])c1ccc(Cl)c(-c2ccc(/C=N/c3c(-c4ccco4)nc4ccccn34)o2)c1,13%,15%,5.5%,1%,4%,
CC(Oc1ccc(-c2ccccc2)c(F)c1)c1ccn(S(=O)(=O)c2cccc3ccccc23)n1 (centres undefined),-2%,3%,3.0%,13%,-1%,
O=C(NCC1CCCO1)c1ccccc1 (centres undefined),-2%,11%,3.3%,-5%,-7%,
Cc1cc(C)nc(SCc2nnc(SCC(=O)Nc3ncc(C)s3)n2Cc2ccco2)n1,3%,-11%,6.4%,0%,-7%,
CN1CCN(CCC(=O)Nc2ccccc2)CC1,-9%,-1%,0.6%,7%,-8%,
N#Cc1ccsc1NC(=O)COC(=O)c1ccc(NC(N)=O)cc1,-3%,0%,4.1%,6%,-3%,
CCOc1c(C)cnc2c1c(=O)n(Cc1ccccc1Cl)c(=O)n2C,7%,-7%,2.6%,8%,1%,
COc1ccc(C(=O)OC(C)CN2CCOCC2)cc1OC (centres undefined),-4%,5%,2.2%,3%,5%,
Cc1occc1-c1nnc(SCCCC(=O)c2ccc(F)cc2)n1C,8%,2%,1.6%,-9%,-5%,
CN(C)C(=O)CCc1ccc2c3c([nH]c2c1)[C@]1(C)[C@@H](C(=O)N2CCCCC2)C[C@H](CC(=O)NC(C)(C)C)C(=O)N1CC3,x,-4%,0.6%,x,x,
Fc1ccc(C2CCCN2Cc2nc(CC3CC3)no2)cc1 (centres undefined),27%,7%,3.1%,-3%,2%,
O=C(C1CC(=O)N(c2ccccc2)C1)N1CCN(c2ccc(F)cc2)CC1 (centres undefined),6%,-8%,i,4%,-9%,
Cc1cc(C(=O)NCCC(C)C)c2ccccc2n1,-6%,-11%,3.6%,-4%,10%,
Cc1c(C(=O)Nc2ccccc2F)cnn1-c1ccccc1,79%,-3%,2.4%,-4%,-1%,
COC(=O)CSc1nc2nc(-c3cccs3)cc(C(F)(F)F)c2c(=O)[nH]1,5%,-2%,0.6%,-4%,-1%,
CO/N=C(\CCC(=O)O)c1cccs1,-5%,14%,2.6%,-6%,13%,
O=C(CSc1c(Cl)cccc1Cl)NC1CCCc2ccccc21 (centres undefined),-5%,-7%,i,11%,-5%,
# Additional entries follow.
SMILES,tuberculosis growth,H1N1 NS1A inhibition,VEEV TC-83 Vero,H37Rv inhibition,Salmonella PhoP GFP,others
COC(=O)Nc1nc(Sc2ncc(C(F)(F)F)cc2Cl)n[nH]1,17%,2%,1.4%,12%,-9%,
Cc1cc(C)nc(N(C#N)CC(=O)c2ccccc2)n1,-6%,-16%,i,5%,-3%,
CC(=O)N1CCN(C(=S)NCCc2ccccc2)CC1,19%,-1%,0.2%,0%,-3%,
O=C(COC(=O)CCS(=O)(=O)c1ccc(Cl)cc1)NCCc1ccc(Cl)cc1Cl,21%,-7%,1.0%,5%,14%,
O=C(Nc1ccc2c(c1)OCO2)C1CCCCN1S(=O)(=O)c1ccc(F)cc1 (centres undefined),11%,7%,0.3%,1%,-12%,
CO/N=C(\C(=O)O)c1csc(NN=C(C)C)n1,3%,7%,0.6%,-10%,-5%,
CCC(=O)N1c2ccc(S(=O)(=O)CCC(=O)Nc3ccc(OC)cc3OC)cc2CC1C (centres undefined),7%,-8%,2.5%,6%,-7%,
CC1CCCN(CCCCOc2cccc(Br)c2)C1 (centres undefined),42%,7%,1.5%,-2%,2%,
CCOc1ccccc1NC(=O)c1cccnc1,0%,-23%,1.3%,2%,-16%,
COc1ccc(CCC(=O)N2CCCSC2=Nc2ccc(C(C)=O)cc2)cc1,41%,-2%,1.0%,5%,-12%,
CCCCN1CC(=O)N2[C@H]3c4cc(C)ccc4OC[C@@H]3[C@H](c3ccccc3)[C@]2(C)C1=O,32%,-8%,5.9%,10%,x,
CCC(c1nnnn1Cc1ccc(OC)cc1)N1CCN(C(=O)c2ccco2)CC1 (centres undefined),-6%,7%,i,0%,-1%,
Cc1cccc(NS(=O)(=O)c2cc(OCC(N)=O)c(C)cc2Cl)c1,0%,-21%,0.6%,0%,17%,
CCc1ccc(NC(=O)CSc2nc3ccccc3c(=O)n2CCN2CCOCC2)cc1,33%,-3%,9.8%,-4%,2%,
CCOc1cc(/C=N/n2cnnc2)ccc1OCC(=O)Nc1ccccc1OC,26%,7%,8.9%,-2%,-3%,
O=S(=O)(Nc1ccccc1C(F)(F)F)c1ccc(-c2ccccn2)s1,23%,-4%,0.5%,-5%,5%,
CCOc1ccc(NC(=O)Nc2cc(-c3ccccc3)sc2C(=O)OC)cc1,-5%,0%,8.9%,-1%,8%,
Cc1onc(-c2ccccc2Cl)c1C(=O)NCc1nnnn1-c1ccc(F)cc1,-8%,-15%,4.4%,-4%,5%,

# In the list so far, 13 have an aryl methoxy group:
SMILES,tuberculosis growth,H1N1 NS1A inhibition,VEEV TC-83 Vero,H37Rv inhibition,Salmonella PhoP GFP,others
COc1ccccc1C(=O)COC(=O)c1ccccc1O,26%,9%,1.8%,60%,-3%,
COc1cnn(-c2ccc(F)cc2)c(=O)c1Br,-8%,-7%,1.7%,-6%,4%,
COc1ccc(CNC(=O)CNS(=O)(=O)c2cccc(C#N)c2)cc1OC,-3%,0%,1.3%,-3%,-1%,
COc1cccc(C2c3[nH]c4ccccc4c3C[C@H]3C(=O)N(c4ccccc4C(=O)N4CCC[C@H]4C(=O)O)C(=O)N23)c1 (some centres undefined),26%,4%,0.2%,-2%,-16%,
COc1ccc(C2C(C(=O)c3ccco3)=C(O)C(=O)N2CCc2ccccc2)cc1OC (centres undefined),29%,22%,i,-8%,-13%,
COc1ccc(CCNC(=O)c2n[nH]c3ccccc23)cc1,33%,1%,12%,4%,-7%,
COc1ccc(S(=O)(=O)N2CCCC(C(=O)N3CCOCC3)C2)cc1Cl (centres undefined),-4%,-7%,1.4%,-6%,-11%,
COc1ccc(CN2CCCC(CO)(Cc3ccc(F)cc3)C2)c(OC)c1OC (centres undefined),-2%,-2%,0.6%,-3%,0%,
COc1ccc(C(=O)OC(C)CN2CCOCC2)cc1OC (centres undefined),-4%,5%,2.2%,3%,5%,
CCC(=O)N1c2ccc(S(=O)(=O)CCC(=O)Nc3ccc(OC)cc3OC)cc2CC1C (centres undefined),7%,-8%,2.5%,6%,-7%,
COc1ccc(CCC(=O)N2CCCSC2=Nc2ccc(C(C)=O)cc2)cc1,41%,-2%,1.0%,5%,-12%,
CCC(c1nnnn1Cc1ccc(OC)cc1)N1CCN(C(=O)c2ccco2)CC1 (centres undefined),-6%,7%,i,0%,-1%,
CCOc1cc(/C=N/n2cnnc2)ccc1OCC(=O)Nc1ccccc1OC,26%,7%,8.9%,-2%,-3%,

# Sorted by SMILES length (high to low): 3 of the compounds above
SMILES,tuberculosis growth,H1N1 NS1A inhibition,VEEV TC-83 Vero,H37Rv inhibition,Salmonella PhoP GFP,others
CCC(c1nnnn1Cc1ccc(OC)cc1)N1CCN(C(=O)c2ccco2)CC1 (centres undefined),-6%,7%,i,0%,-1%,
CC1CCCN(CCCCOc2cccc(Br)c2)C1 (centres undefined),42%,7%,1.5%,-2%,2%,
CCOc1ccccc1NC(=O)c1cccnc1,0%,-23%,1.3%,2%,-16%,

# Screens from PubChem.
